# CASP6 VEID inh – inhibitors of human caspase-6; P55212; purified caspase-6, Z-VEID-R110 cleavage fluorescence; inhibition, % at 12.5 µM; 350,000 compounds, 0.53% hits; AID 686996;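 active means mean inhibition across replicates at least about 35%, with every replicate also reaching that limit, limit read from the data; inconclusive means only one of the two criteria met; inactive means neither criterion met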;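 further: 0% = median of neutral control wells and 100% = no fluorescence left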
# E-selectin induc – induces E-selectin expression in human endothelial cells; activation, % at 7.58 µM; HUVEC E-selectin immunofluorescence imaging; normalized: neutral wells 0, TNF-alpha wells 100; P16581; 260,000 compounds, 0.37% hits;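 active means mean E-selectin-positive cell signal at least 10% of the positive control, reached in at least 60% of replicates, without over 20% cell loss; inconclusive means no rule given, readout overlaps actives, possibly toxicity-flagged; inactive means the rest, including those meeting only one limit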;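 further: in these data hits start at about 27%; measured in HUVEC primary endothelial cells; signal is the percent of cells scored E-selectin positive by PE staining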
# Target sequence (P16581 whole entry, looked up): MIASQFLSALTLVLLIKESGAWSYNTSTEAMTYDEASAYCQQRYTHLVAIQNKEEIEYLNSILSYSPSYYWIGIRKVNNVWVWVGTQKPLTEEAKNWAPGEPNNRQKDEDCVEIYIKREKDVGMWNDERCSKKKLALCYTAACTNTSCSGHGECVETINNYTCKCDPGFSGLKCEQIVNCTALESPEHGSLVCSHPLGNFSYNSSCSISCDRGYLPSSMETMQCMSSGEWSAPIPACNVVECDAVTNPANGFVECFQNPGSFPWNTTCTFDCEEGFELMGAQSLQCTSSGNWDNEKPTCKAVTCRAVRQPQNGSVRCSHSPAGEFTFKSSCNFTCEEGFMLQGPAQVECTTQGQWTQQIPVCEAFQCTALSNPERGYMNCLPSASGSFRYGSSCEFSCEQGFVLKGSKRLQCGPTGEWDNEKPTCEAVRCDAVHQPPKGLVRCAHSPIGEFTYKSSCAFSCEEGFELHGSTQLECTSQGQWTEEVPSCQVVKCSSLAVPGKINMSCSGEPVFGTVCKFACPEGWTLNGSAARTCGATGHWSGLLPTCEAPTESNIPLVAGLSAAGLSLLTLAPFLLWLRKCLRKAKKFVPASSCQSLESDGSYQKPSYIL
#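 System: HUVEC, human umbilical vein endothelial cells; quantity: 3,000 cells/well; buffer or medium: EGM-2 medium, gelatin-coated wells; dosing: single-point compound dose; detection: immunofluorescence imaging; evaluation: % PE-positive cells; benchmarks: TNF-alpha, DMSO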
# GSIS activator – GLuc luminescence reporter in INS-1E cells, primary screen for activators of glucose-dependent secretion of insulin; INS-1E GLuc reporter insulin secretion, 2-3 h; activation, % at 16.6 µM; 370,000 compounds, 0.61% hits; AID 743287;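 active means lowest replicate activation of at least 40%, so every replicate reaches that level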;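 further: 0% = median of neutral control wells and 100% = median of IBMX positive control wells; some compounds called inactive have numbers as strong as hits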
# CFTR F508del cor – correctors of CFTR F508del function in bronchial epithelial cells | CFBE cells, YFP halide quenching; stimulated with forskolin plus potentiator P3; % fluorescence drop versus neutral controls | activity (quench increase), % at 7.58 µM | 350,000 compounds, 0.36% hits;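 active means mean added fluorescence quench of at least 8% versus neutral control, with both replicates also reaching 8%; inconclusive means only one of the mean or replicate conditions met; inactive means mean below 8% and not both replicates reaching 8%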;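 further: cells transiently co-express mutant CFTR-F508del with the halide-sensitive YFP; corrector assay measuring rescue of mutant channel to the surface after 24 h compound exposure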
# RAD52 inh – inhibitors of human RAD52 DNA annealing. P43351. recombinant RAD52 DNA annealing, FRET fluorescence. inhibition, % at 18.7 µM. 360,000 compounds, 0.46% hits. AID 651710;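 active means every replicate showing at least 50% inhibition; inconclusive means mean inhibition at least 50% but not in every replicate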
# Target sequence (P43351 whole entry, looked up): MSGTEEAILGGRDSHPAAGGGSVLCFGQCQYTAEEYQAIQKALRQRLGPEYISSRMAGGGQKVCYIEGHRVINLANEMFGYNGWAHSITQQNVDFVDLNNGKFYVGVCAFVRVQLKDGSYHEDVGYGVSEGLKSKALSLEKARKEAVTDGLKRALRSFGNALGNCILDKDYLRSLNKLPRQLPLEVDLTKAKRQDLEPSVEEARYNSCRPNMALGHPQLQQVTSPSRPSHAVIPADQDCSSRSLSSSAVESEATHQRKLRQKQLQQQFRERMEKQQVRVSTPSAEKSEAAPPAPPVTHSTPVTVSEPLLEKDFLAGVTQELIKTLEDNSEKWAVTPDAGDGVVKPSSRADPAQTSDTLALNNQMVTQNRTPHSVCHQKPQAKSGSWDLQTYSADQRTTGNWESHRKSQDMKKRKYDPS
# RAD54 branch – blocks human RAD54 Holliday junction branch migration. Q92698. FAM/BHQ fluorescence. inhibition, % at 10.4 µM. 360,000 compounds, 0.14% hits;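 active means mean normalized replicate activity at least 40 and at least half of replicates scoring 40 or more; inconclusive means only one of the two criteria met; inactive means mean below 40 and under half of replicates reaching 40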;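 further: 0% = median of neutral control wells and 100% = median of positive control wells; inhibitors cause a drop in the FAM fluorescence signal; in these data hits start at about 50%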
# DENV2 CPE – inhibitors of DENV2 cytopathic effect; 350,000 compounds, 1.7% hits; CPE inhibition, % at 9.99 µM; DENV2-infected cells, cytopathic effect rescue, plate reader; in the data active means CPE inhibition above about 20%, passing the limit was not always enough; inconclusive means no clear call, values can overlap the other calls; tested in BHK-21 cells;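 further: 0% = median of neutral control wells and 100% = median of positive control wells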
# Xi reactivation – reactivates the inactive X chromosome in mouse fibroblasts | XiGFP mouse fibroblasts, % GFP-positive cells imaging, 3 d; cells co-treated with 5-aza-dC sensitizer; scaled so ellipticine positive control = 100% | activation, % at 7.58 µM | 360,000 compounds, 0.055% hits | AID 743238;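 active means mean normalized replicate activation at least 10% and every replicate at or above 10%; inconclusive means only one of the two criteria met; inactive means mean below 10% and not all replicates reach 10%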;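 further: 0% = median of on-plate neutral control wells and 100% = ellipticine 6 µM median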
#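 assay system = SV40-immortalized XiGFP fibroblast cells, line 68-5-11 | buffer or medium = DMEM plus 5-aza-dC sensitizer | doses = single-point pinned compound dosing | times = 3-day compound exposure, then 15 min fixation at room temperature | benchmarks = positive control ellipticine, 6 µM final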
# * = called active by the depositor; ? = inconclusive; / = not tested or not shown.
SMILES,CASP6 VEID inh,E-selectin induc,GSIS activator,CFTR F508del cor,RAD52 inh,RAD54 branch,DENV2 CPE,Xi reactivation
N#Cc1nc(-c2ccccc2F)oc1NCCN1CCOCC1,-2,/,-2,-0.7,-14,4,-5,0.1
O=C(COC(=O)c1ccc2ncsc2c1)NCc1ccccc1Cl,-2,0.1,21,0.1,-7,-1,8,0.3
CN(C)CC(=O)N1CC2(C1)[C@H](c1ccccc1)[C@H](CO)N2Cc1cc(F)ccc1F,-1,0.3,3,-3.8,-25,/,8,0.0
COC(=O)c1ccccc1NC(=O)Oc1ccc(C(C)C)cc1,7,/,-1,-1.1,-3,1,-2,/
CCOc1ccccc1NC(=O)CSc1ccc2nnc(-c3cccnc3)n2n1,0,0.0,3,-0.4,-17,/,?,0.0
O=C(CCNC(=O)C1CCN(S(=O)(=O)c2ccccc2)CC1)Nc1cccc(C(F)(F)F)c1,1,/,-35,-0.9,-14,4,-7,0.2
Cc1csc(=O)n1CCC(=O)OCC(=O)Nc1ccc(C(N)=O)cc1,3,-1.1,25,-2.8,-2,-2,6,-0.6
O=C(O)c1ccccc1C(=O)OCC1CCC(=NO)CC1 (centres undefined),1,0.1,7,0.7,-6,-15,4,0.0
COc1ccc(NC(=S)N2CCCC2c2ccc(OC)c(OC)c2)cc1 (centres undefined),-1,/,3,-1.6,-11,-9,3,0.0
COC(=O)c1ccc(C)c(NS(=O)(=O)c2ccc(NC(C)=O)cc2)c1,0,/,2,4.5,-4,-8,/,/
CO[C@@H]1CN(C)C(=O)c2cc(NC(=O)Nc3ccccc3)ccc2OC[C@@H](C)N(C(=O)Nc2c(C)noc2C)C[C@H]1C,-4,0.0,1,-1.4,6,-2,-7,0.4
CCCCNC(=S)N(CCCO)Cc1cc2cc3c(cc2[nH]c1=O)OCCO3,2,0.0,3,0.3,-1,7,10,0.0
CCOc1cccc(CN2CCN(CCc3ccccc3)C(CCO)C2)c1O (centres undefined),2,/,0,2.7,-13,/,10,0.0
Cc1noc(C)c1NC(=O)Nc1cccc2c1O[C@H](CN(C)Cc1ccc(Cl)c(Cl)c1)[C@@H](C)CN([C@@H](C)CO)C2=O,/,-2.6,-28,-4.3,-15,-8,4,-0.5
COc1ccc(C(=O)NCCS(=O)(=O)NCc2ccc(C)cc2)cc1,-1,-0.1,10,-1.1,-4,10,3,0.1
C[N+](C)(C)CCN1CCc2ccccc21,-4,6.4,16,-3.5,-7,/,1,0.0
Cc1noc(C)c1NC(=O)N(C)C[C@@H]1Oc2ccc(NS(=O)(=O)c3ccc(F)cc3)cc2C(=O)N([C@@H](C)CO)C[C@@H]1C,1,0.0,9,1.0,1,9,7,0.1
COc1ccccc1CNCC(=O)Nc1ccccc1-n1cccc1,1,/,15,0.4,-6,/,1,0.0
COc1ccc(C(=O)Cc2ccccc2C(=O)O)cc1,0,0.4,-15,0.0,-4,/,-1,0.1
CCN1CCN(S(=O)(=O)c2ccc(Cl)c(C(=O)N(C)Cc3cccc(OC)c3)c2)CC1,-5,1.8,-4,-0.4,-10,/,-3,0.3
C[C@H](c1ccccc1)N1C[C@@H](COCc2ccccc2)Oc2cc(N3CC[C@H](O)C3)ccc2S1(=O)=O,0,0.0,5,-1.2,-12,/,4,0.0
O=C(N[C@H]1C=C[C@H](CC(=O)N2CCOCC2)O[C@@H]1CO)c1ccccn1,0,0.1,9,-1.9,-10,-3,9,0.2
C[C@@H]1CN([C@H](C)CO)S(=O)(=O)c2ccc(C#CC(C)(C)O)cc2O[C@H]1CN(C)Cc1ccncc1,2,-0.1,20,-0.3,-11,1,8,-0.1
CCC(C(=O)OCC(=O)Nc1ccc(OC)cc1OC)c1ccccc1 (centres undefined),1,-4.0,/,0.9,5,/,?,0.2
CCOc1ccc(CN2CCN(Cc3c(C)nn(CC)c3C)CC2CCO)cc1 (centres undefined),0,0.2,-6,0.1,-14,7,1,-0.1
C[C@@H]1CN([C@@H](C)CO)C(=O)c2cccc(NS(=O)(=O)c3ccccc3)c2O[C@@H]1CN(C)Cc1ccc(C(=O)O)cc1,2,0.0,-5,-2.0,-10,-9,10,-0.1
O=C(CC1CCOCC1)Nc1ccc(Cl)c(Cl)c1,1,3.2,3,-0.9,-34,-8,2,0.0
C[C@@H]1CN([C@@H](C)CO)S(=O)(=O)c2ccc(-c3ccncc3)cc2O[C@@H]1CN(C)C(=O)c1cccc(F)c1,-2,0.2,11,/,-7,-2,-6,-0.9
COc1ccc(S(=O)(=O)Nc2ccc3c(c2)C(=O)N([C@H](C)CO)C[C@@H](C)[C@@H](CN(C)C)O3)cc1,2,-3.5,5,0.7,4,2,-4,0.0
CO[C@H]1CN(C)C(=O)c2cc(NC(=O)Nc3ccc(F)cc3)ccc2OC[C@H](C)NC[C@H]1C,-1,0.0,-3,-2.2,2,1,-4,0.4
Cc1c(C(C)(C)O)[nH]c2cc(C(F)(F)F)ccc12,-3,0.0,-10,-2.5,-7,-3,-10,0.0
COc1ccc2nc(C)cc(N/N=C/c3cccc(OC)c3O)c2c1,-1,/,14,-7.4,49,108*,-16,0.0
C=CCn1c(SCCN)nnc1-c1cccc(S(=O)(=O)N2CCOCC2)c1,-7,-0.3,3,0.6,0,2,4,0.0
Cc1c(O)c(=O)c2ccccc2n1C,-7,0.6,6,-2.0,-5,-7,-4,-0.1
CC1(C(=O)NCc2ccccc2)CN(S(C)(=O)=O)CC(=O)N1CCc1ccc(O)cc1 (centres undefined),0,-0.1,-2,-0.7,-17,/,26*,0.2
COc1ccc(S(=O)(=O)c2ccc(OCC3CO3)cc2)cc1 (centres undefined),4,2.8,1,-1.1,-26,1,/,0.5
Cc1cc(C)c(NC(=O)C2CCCO2)c(C)c1 (centres undefined),1,/,7,0.1,-3,/,-3,0.2
O=C(CSc1nnc(NC(=O)C2CC(=O)N(c3ccccc3)C2)s1)NCC1CCCO1 (centres undefined),5,-0.2,10,-1.2,-23,-5,-9,0.0
Cc1ccc(S(=O)(=O)Nc2ccc3c(c2)C(=O)N([C@@H](C)CO)C[C@H](C)[C@@H](CN(C)C(=O)c2ccccc2)OCCCC[C@@H](C)O3)cc1,0,/,-29,3.7,19,-3,-4,0.0
C[C@H](CO)N1C[C@H](C)[C@@H](CN(C)Cc2ccncc2)Oc2ncc(C#CC3CCCC3)cc2C1=O,2,0.4,-13,3.8,1,-8,-6,-0.4
COc1ccc(-c2csc(/C(C#N)=C/Nc3ccc4c(c3)OCCO4)n2)cc1,2,0.0,20,0.9,-16,/,13,0.0
CCOc1ccccc1NC(=O)CN(c1ccc(Cl)cc1)S(C)(=O)=O,5,/,-29,-2.4,-10,-2,0,0.2
CCOc1cccc(NC(=O)C2CC(=O)N(c3ccc(F)cc3)C2)c1 (centres undefined),3,/,13,-0.3,-11,/,-7,-0.1
COc1ccc(C(=O)Nc2cc(C)nn2-c2ccc(F)cc2)cc1,-2,0.3,5,-1.9,0,-2,-7,0.0
N#C[C@@H]1[C@@H](c2ccc(C3=CCCCC3)cc2)[C@H](CO)N1C(=O)NC1CCCC1,1,-0.7,5,-2.2,-31,/,-4,0.1
S=C(Nc1ccccc1)N1CCOCC1,-4,/,5,-0.4,-13,/,3,0.2
C[C@H](CO)N1C[C@H](C)[C@H](CN(C)C(=O)Nc2ccc(F)cc2)Oc2ccc(NC(=O)CCN3CCOCC3)cc2CC1=O,-1,0.5,12,1.8,-5,-7,-2,0.1
Cn1c(NN)nc2ccccc2c1=O,/,0.8,-1,0.9,-22,/,/,0.3
CCOc1ccc(NCc2nnc(SCC(=O)Nc3cc(C)on3)n2-c2ccccc2OC)cc1,2,/,-2,1.4,-9,/,-3,/
NC(=O)c1ccsc1NC(=O)COC(=O)c1cc(Cl)ccc1O,-3,-0.4,13,-2.4,-17,-5,4,0.1
COc1cccc(C(=O)N2C[C@H]3[C@@H](c4ccccc42)[C@H](CO)N3Cc2ccccc2Cl)c1,-1,-0.6,-14,-1.4,7,-1,7,0.0
COc1cccc(C(=O)NC2CCCc3ccccc32)c1 (centres undefined),-1,0.6,-3,0.7,-6,-10,-4,0.1
CCCn1c(C(C)Nc2nc(-c3ccc(C)cc3)cs2)nc2cc(Cl)c(Cl)cc21 (centres undefined),1,0.4,/,3.6,-12,-5,/,0.0
CO[C@@H]1CC[C@@H]2CCOc3ccc(C#N)cc3C(=O)N(C)C[C@@H](c3ccccc3)CC(=O)N(C)C[C@@H]1O2,/,0.2,-7,/,/,7,/,0.2
CCOc1ccc(N(CC(=O)NN=C2CCN(C)CC2)S(=O)(=O)c2ccc(Br)cc2)cc1,-3,-0.1,5,-0.3,0,-1,1,-0.1
CNC(=S)n1cnc(N)n1,0,0.0,2,-1.4,7,/,0,0.0
O=C(Nc1ccccc1F)N[C@@H]1CC[C@@H](CCNS(=O)(=O)c2ccc(F)cc2)O[C@H]1CO,-3,0.7,6,-2.0,2,4,1,0.1
COCCNS(=O)(=O)c1ccc(SC)cc1,1,/,-3,-0.1,-18,2,1,/
Cc1ccc(-c2c(C(=O)N3CCOCC3)oc(=O)c3ccccc23)cc1,-1,0.0,13,1.9,2,2,/,0.3
COc1ccc(CN(C)C[C@H]2Oc3ccc(NC(=O)Nc4ccc(OC)cc4)cc3CC(=O)N([C@@H](C)CO)C[C@@H]2C)cc1,2,0.1,-5,3.1,16,3,-2,0.2

# Another view of part of the listing above:
Structure	CASP6 VEID inh	E-selectin induc	GSIS activator	CFTR F508del cor	RAD52 inh	RAD54 branch	DENV2 CPE	Xi reactivation
N#C[C@@H]1[C@@H](c2ccc(C3=CCCCC3)cc2)[C@H](CO)N1C(=O)NC1CCCC1	1	-0.7	5	-2.2	-31	/	-4	0.1
S=C(Nc1ccccc1)N1CCOCC1	-4	/	5	-0.4	-13	/	3	0.2

# Further records:
SMILES,CASP6 VEID inh,E-selectin induc,GSIS activator,CFTR F508del cor,RAD52 inh,RAD54 branch,DENV2 CPE,Xi reactivation
COC(=O)c1c(NC(=O)c2ccccc2F)sc(C(=O)N2CCOCC2)c1C,-2,/,16,3.0,-10,-41,5,0.2
CC1(C)Cc2c(sc3[nH]c(=S)n(Cc4ccccc4)c(=O)c23)CO1,3,/,-18,6.6,-14,15,3,/
CCOc1ncccc1C(=O)OCCCC(=O)c1ccc(Br)cc1,1,-0.8,5,-3.7,-10,7,-8,0.3
O=C(C[C@@H]1CC[C@H]2[C@@H](COC[C@@H](O)CN2C(=O)c2ccccc2)O1)NCc1ccc(-c2ccccc2)cc1,1,-0.1,-7,0.6,-10,-1,1,0.1
COc1ccc(/C=C/c2cc(O)cc(OC3OC(CO)C(O)C(O)C3O)c2)cc1 (centres undefined),/,-0.1,/,0.5,-9,0,-4,-0.1
O=C(c1cccc(F)c1)N1C[C@@H]2[C@H](c3ccccc31)[C@@H](CO)N2C(=O)c1ccc(F)cc1,4,-0.3,1,-0.6,-9,7,2,0.1
CCOCCCN(C)C1CCN(S(=O)(=O)c2csc(C(N)=O)c2)CC1,-3,-0.1,4,-0.1,-13,/,-1,0.1
